FBPA coupling cs: inhibits coupling enzyme system, counter-screen for aldolase hits; coupling enzyme system counterscreen, AmpLite Red fluorescence; activity change, negative = inhibition, % at 58.2 µM, hits read low; hit rate 0.67% among 290,000; AID 2472; in the data active = activity change below about -30%; also: % is scaled to controls: 0 for no effect and ±100 for the full control effect
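Compounds tested against the coupling enzymes alone at 57.5 uM final; readout was AmpLite Red fluorescence (525/598 nm) after 20 min at RT.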
PKM2 activator: activators of human pyruvate kinase M2 | P14618 | Potency, µM (highest dose often 57.5 µM), inactives show at the top dose activation, most hits filed as activators | purified PKM2, Kinase-Glo ATP luminescence, activation; response scale: 0% is enzyme alone, no compound | hit rate 0.34% among 260,000; also: potency is read from the fitted curve at half-maximal effect; % is scaled to controls: 0 for no effect and ±100 for the full control effect; nearly all actives have a fitted effect of over 55% in size
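Purified hPK-M2 (>95% pure) converted ADP (0.1 mM final) to ATP with 0.5 mM PEP in 50 mM imidazole pH7.2, KCl, MgCl2, Tween 20, BSA; 1 h at room temperature. ATP detected by Kinase-Glo luminescence.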
hERG WT inh: inhibitors of human wildtype KCNH2 potassium channel; Q12809; U2OS, BacMam KCNH2, thallium flux FluxOr; active compounds read low; activity change, % at 1.84 µM; hit rate 0.37% among 340,000; AID 720551;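 active = maximum activity change below -70%; inconclusive = maximum activity change between -70% and -50%; inactive = maximum activity change above -50%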; also: % is scaled to controls: 0 for no effect and ±100 for the full control effect
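U2OS cells were transduced with wild-type KCNH2 virus (2.03 x 10^8 / mL) for 4 h at room temperature, then cultured overnight at 37 C. Thallium flux was read with FluxOr dye. Rate constants were normalized to DMSO controls.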
GALK inh: blocks human galactokinase activity; Purified GALK, Kinase-Glo residual ATP luminescence; Potency, µM (doses to about 57.5 µM), without a hit: at the highest dose activity change, negative = inhibition, actives largely listed as inhibitors; hit rate 0.007% among 270,000; AID 1868; also: potency is read from the fitted curve at half-maximal effect; % is scaled to controls: 0 for no effect and ±100 for the full control effect
Target sequence (P51570 whole entry, looked up): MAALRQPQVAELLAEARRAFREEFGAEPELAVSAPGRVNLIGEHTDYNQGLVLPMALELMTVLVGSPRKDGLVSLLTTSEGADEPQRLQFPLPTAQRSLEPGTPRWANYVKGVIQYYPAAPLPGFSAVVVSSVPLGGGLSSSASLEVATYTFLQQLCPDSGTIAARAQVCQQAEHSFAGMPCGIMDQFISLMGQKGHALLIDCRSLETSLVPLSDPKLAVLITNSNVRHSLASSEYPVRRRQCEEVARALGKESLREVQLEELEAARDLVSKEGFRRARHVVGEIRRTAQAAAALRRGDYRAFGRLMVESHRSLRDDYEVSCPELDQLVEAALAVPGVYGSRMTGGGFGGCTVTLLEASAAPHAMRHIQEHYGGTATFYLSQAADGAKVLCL
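Quantitative HTS: GALK 5 nM, ATP 35 uM, galactose 100 uM, 1 h room temperature, then luciferase-based ATP detection.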
Giardia killer: kills Giardia lamblia. Giardia lamblia trophozoite viability. activity change, % at 7.66 µM, hits read low. hit rate 0.15% among 340,000; in the data active = activity change below about -80%; inconclusive = between about -30% and that limit;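 also: parasites exposed to compound for two days anaerobically before the ATP read; % is scaled to controls: 0 for no effect and ±100 for the full control effect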
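Trophozoite viability was measured as ATP-dependent luminescence, read 15-30 min after reagent addition. Before that, parasites at 100 cells/well were exposed to compounds for 48 h, anaerobically, at 37 deg C.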
KCNH2 3.1 inh: KCNH2 3.1 (human) potassium channel inhibition. U2OS KCNH2 3.1, thallium flux FluxOr; active compounds read low. activity change, % (tested at about 1.8 µM). hit rate 0.95% among 340,000. AID 720553;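 active = maximum activity change below -70%; inconclusive = maximum activity change from -70% to -50%; inactive = maximum activity change above -50%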;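 also: thallium influx rate constant from kinetic fluorescence after stimulation buffer; % is scaled to controls: 0 for no effect and ±100 for the full control effect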
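Steps: virus added to U2OS suspension (4 h, RT, dark); medium with 10% FBS added, cells plated, 37 C overnight; FluxOr/Red40 loading buffer 45 min RT; stimulation buffer, 2 min kinetic read; rate constant normalized.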
USP2a inh: USP2a (human) protease inhibition; O75604; Potency, µM (highest dose often 38.3 µM), for inactives: top-dose activity change, negative = inhibition, usual class: inhibitors; USP2 core, Ub-CHOP2 coupled fluorogenic reporter, 485/531; hit rate 0.01% among 330,000;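 also: potency is read from the fitted curve at half-maximal effect; plate controls were DMSO wells for no effect and full inhibition by NEM control for full effect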
Target sequence (O75604 whole entry, looked up): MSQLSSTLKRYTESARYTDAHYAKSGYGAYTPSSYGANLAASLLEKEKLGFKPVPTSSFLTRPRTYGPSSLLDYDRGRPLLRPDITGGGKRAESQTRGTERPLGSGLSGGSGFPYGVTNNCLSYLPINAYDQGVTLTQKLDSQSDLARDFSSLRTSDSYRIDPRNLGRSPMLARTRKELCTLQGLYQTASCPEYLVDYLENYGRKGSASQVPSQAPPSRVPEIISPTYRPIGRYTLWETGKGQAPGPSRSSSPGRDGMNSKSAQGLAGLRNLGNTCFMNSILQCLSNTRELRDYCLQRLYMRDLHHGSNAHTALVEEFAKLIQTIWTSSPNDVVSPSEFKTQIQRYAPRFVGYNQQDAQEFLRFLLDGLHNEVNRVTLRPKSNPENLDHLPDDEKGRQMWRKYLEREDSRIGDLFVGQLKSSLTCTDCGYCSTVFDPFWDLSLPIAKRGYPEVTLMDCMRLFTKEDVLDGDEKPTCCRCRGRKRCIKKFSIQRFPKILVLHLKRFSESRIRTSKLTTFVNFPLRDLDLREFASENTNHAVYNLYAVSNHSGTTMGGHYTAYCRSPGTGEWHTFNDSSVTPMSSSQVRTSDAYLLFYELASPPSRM
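USP2 core (10nM final) preincubated 30min RT with compound in 20mM Tris-HCl pH 8.0, 2mM CaCl2, 2mM beta-mercaptoethanol, 0.05% CHAPS; 25nM Ub-CHOP2 plus 25nM reporter substrate added, fluorescence (Ex485/Em531) read after 60min.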
B2AR arrestin: recruits beta-arrestin to the human beta2-adrenergic receptor. P07550. Potency, µM (doses to about 46.1 µM), for the others: at the highest dose activation, usual class: activators. hit rate 0.02% among 330,000. beta-arrestin recruitment to beta2AR, cell-based reporter;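 also: potency is read from the fitted curve at half-maximal effect; 0% = DMSO controls and full agonism = EC100 isoproterenol or metaproterenol; nearly all actives have a fitted effect of over 65% in size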
MLL CXXC-DNA inh: MLL CXXC-DNA interaction inhibition; Q03164; Potency, µM (titrated, usually from 115 µM), inactives show at the highest dose activity change, negative = inhibition, actives largely listed as inhibitors; hit rate 0.037% among 290,000; MLL-CXXC / FITC-HOXA9 DNA fluorescence polarization; active = well fitted inhibition curve with a large enough effect in the polarisation, with a control signal flat, not every such curve was filed as active; inconclusive = small, poorly fitted or top-dose-only effect, or effect the other way, or a change in a side signal; inactive = no such curve, though single readings can be large or run the other way; the % refers to the polarisation; also: potency is read from the fitted curve at half-maximal effect
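Purified MLL-CXXC (added from a 7 uM solution) was preincubated 5 min at ambient with pinned compounds in 50 mM Tris-HCl pH 7.5, 50 mM NaCl, 1 mM DTT, 0.05% BSA. Fluorescein-labeled HOX-A9 DNA (50 nM solution) followed, 30 min, then polarization read.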
Menin MLL FP TR: displaces Texas Red mutant MLL peptide from human menin; Potency, µM (top dose mostly 61.6 µM), for inactives: top-dose FP activity change, negative = inhibition, usual class: inhibitors; Menin + Texas Red MLL mutant peptide, fluorescence polarization; O00255; hit rate 0.23% among 270,000; active = well fitted inhibition curve with a large enough effect in the polarisation, with a control signal flat, not every such curve was filed as active; inconclusive = small, poorly fitted or top-dose-only effect, or effect the other way, or a change in a side signal; inactive = no such curve, though single readings can be large or run the other way; the % refers to the polarisation; also: potency is read from the fitted curve at half-maximal effect; % of control where 0% means no effect; many of its hits are not listed in these tables
TRPV1 agonist: agonists of human vanilloid receptor 1 (TRPV1); activation, % at 8.33 µM; Q8NER1; AID 540275; hit rate 0.19% among 320,000; TRPV1-expressing cells, Fluo-8 calcium influx, agonist mode; in the data active = activation above about 80%; inconclusive = between about 30% and that limit; also: 0% is about no effect
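Cells expressing TRPV1 were dye-loaded with Fluo-8 and read kinetically: 10 s baseline, 3 min after compound (agonist portion), then 2 min after EC20 capsaicin (allosteric enhancer portion). Calcium-bound dye fluorescence at 480/520 nm.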
The depositor's hits bear a star; ? = inconclusive; · = no result given; [ ] = another dose, or the depositor's remark. Unless noted, calls follow the shape of the dose curve; as a rule, active = well fitted curve in the direction sought with a large enough effect; inconclusive = small, poorly fitted or top-dose-only effect, or another doubt; inactive = no such curve, though single readings can be large; an effect the other way counts as inactive or inconclusive.

Results follow in this order: FBPA coupling cs | PKM2 activator | hERG WT inh | GALK inh | Giardia killer | KCNH2 3.1 inh | USP2a inh | B2AR arrestin | MLL CXXC-DNA inh | Menin MLL FP TR | TRPV1 agonist
CC(=O)Nc1ccc(OCCC[n+]2cccc(C(=O)[O-])c2)cc1
    -0.3 | 0.3% | 5.0 | 10.6% | 0.7 | 15.6 | 5.2% | -1.0% | 6.0% | -2.0% | -3.5
Cc1ccc2cc(CN(Cc3ccco3)S(=O)(=O)c3c(C)ccc4nsnc34)c(=O)[nH]c2c1
    -4.2 | 5.4% | -12.4 | -4.3% | -7.5 | 5.2 | -0.7% | 0.6% | 2.8% | -24.7% | -2.6
COc1cccc(N(C(=O)Cn2nnc(-c3cccs3)n2)C(C(=O)NC(C)C)c2ccc(C)o2)c1 (stereo not given)
    1.2 | -12.7% | 12.2 | · | 0.1 | 1.5 | 2.1% | 0.2% | 7.8% | ? | 0.7
Cc1ccccc1-n1nnnc1SCC(=O)NC1CC1
    · | · | -0.2 | · | -14.8 | -2.6 | -1.0% | -0.7% | · | · | ·
CN(C)c1c(N)c(=O)oc2ccccc12
    -0.2 | -11.1% | 19.4 | 5.1% | -2.6 | -1.9 | -2.6% | -0.6% | -9.0% | 9.4% | -3.2
COC(=O)c1c(NC(=O)/C=C/c2ccc3c(c2)OCO3)sc(C)c1C
    3.2 | 10.5% | -72.0* | 0.2% | -15.4 | -5.2 | 3.0% | -0.8% | 11.2% | 6.0% | -1.2
Cc1ccc(NC(=S)N2CCC(O)CC2)c(C)c1
    1.9 | -2.4% | -10.4 | -0.8% | 20.6 | 12.0 | 2.4% | 0.1% | -2.3% | 0.5% | 4.0
CCC(C)c1ccccc1NC(=O)c1cccnc1 (stereo not given)
    0.0 | 7.0% | 1.4 | -0.6% | 8.1 | -5.9 | 1.2% | -0.2% | 7.4% | 11.4% | ·
Fc1ccc(CNCc2cccc(Br)c2)cc1
    1.0 | 8.7% | 12.6 | 2.4% | -5.1 | 3.6 | -3.3% | -1.3% | 9.2% | -4.2% | 22.1
Cc1ccc(N(C(=O)CNC(=O)c2ccco2)C(C(=O)NCC2CCCO2)c2ccccc2)cc1C (stereo not given)
    -7.5 | · | -14.1 | 5.5% | 26.7 | 10.6 | -3.6% | -0.1% | 8.7% | · | 0.1
CCOc1ccc(C(=O)C(C)=O)c(OCC)c1
    1.5 | 3.3% | -21.0 | -1.1% | -14.8 | 1.3 | 2.3% | -0.9% | 5.8% | -7.0% | 1.7
CN(C)C(=O)N1CCC(C(=O)N2CCCC(C(=O)c3ccc(C(C)(C)C)cc3)C2)CC1 (stereo not given)
    5.4 | -6.8% | 6.4 | 11.4% | -6.8 | 3.8 | -1.4% | -0.4% | -7.6% | ? | 27.3
COc1ccccc1NCCC#N
    -1.0 | 10.8% | 5.8 | -1.8% | 1.1 | 10.8 | 3.5% | 0.0% | -5.7% | 1.0% | -0.7
Cc1onc(-c2ccccc2Cl)c1C(=O)NCc1nc(-c2ccccc2)no1
    -1.7 | -5.2% | -7.0 | 0.5% | 14.4 | 7.8 | -3.9% | 0.0% | 5.7% | 12.5% | -3.1
CC1=CC(C)(C)NC(=S)N1c1ccc(C)cc1
    -2.1 | -0.6% | -5.6 | -3.3% | 4.1 | -6.8 | -0.3% | -0.2% | 1.5% | -3.2% | 0.6
COc1cccc(N(C(=O)c2ccco2)C(C(=O)NC2CCCC2)c2ccc(N3CCOCC3)cc2)c1 (stereo not given)
    1.2 | · | 8.9 | -1.7% | 1.7 | 1.8 | -3.4% | -0.6% | 13.5% | · | 1.9
CCOc1ccc(NC(=O)COC(=O)CCN2C(=O)C3CC=CCC3C2=O)cc1OCC (stereo not given)
    · | · | -2.2 | · | 5.8 | -4.7 | -1.2% | 0.1% | · | · | 1.8
COc1ccc(CSc2nc(O)cc(=O)n2CC(C)C)cc1F
    0.8 | 19.4% | -3.7 | 14.9% | 35.3[activator] | -0.2 | -6.4% | 0.2% | 6.8% | 61.5%[activator] | -1.2
O=C(NNC(=O)c1ccccc1F)C1=NN(c2ccccc2)C(=O)CC1
    -3.5 | -4.6% | -21.4 | · | 6.1 | -1.1 | 0.1% | 0.2% | 11.6% | -2.1% | 2.7
COc1ccccc1C(=O)Nc1ccc(S(=O)(=O)N2CCC(C)CC2)cc1
    -0.4 | · | -2.4 | -1.2% | 8.0 | -6.8 | -2.0% | -0.6% | -1.5% | 32.9%[activator] | 1.4
CC1CCN(C(=O)Cc2nn(C)c(=O)c3ccccc23)CC1
    2.8 | -1.8% | 3.4 | 0.5% | 2.9 | -0.3 | -0.9% | -0.2% | 2.2% | ? | -1.8
COc1ccc(/C(C)=C2\SC(=S)N(CCC(=O)O)C2=O)cc1
    2.0 | 5.7% | -19.7 | -1.9% | -8.0 | -18.3 | 1.1% | -0.8% | -2.2% | 10.2% | -1.0
Cc1cc(C)n2nc(SCC(=O)N3CCC(C)CC3)nc2n1
    · | · | 7.8 | · | -9.4 | 0.6 | 0.5% | -1.0% | · | · | ·
C=CC[C@H](CC(=O)N(CCO)Cc1ccccc1)C(=O)NC[C@H](OC(=O)[C@@H](CC=C)Cc1ccc(F)cc1)c1ccccc1
    · | · | -13.0 | · | -0.5 | -41.5 | 0.2% | -0.1% | · | · | ·
COc1ccc(C(=O)CCN2CCC(C)CC2)cc1
    2.3 | · | -13.2 | -1.4% | -20.7 | -5.4 | 1.5% | -1.0% | 38.7%[activator] | -24.4% | 1.1
CCN(CC)C(=O)c1ccc(Cn2cc([N+](=O)[O-])cn2)o1
    1.3 | 0.8% | · | 4.3% | -29.1 | 7.4 | 0.0% | 0.2% | -4.2% | 3.9% | -0.3
Cc1ccc([N+](=O)[O-])c(C(=O)N/N=C/c2cccs2)c1
    2.3 | 1.2% | 1.2 | 0.1% | 3.4 | 11.0 | 0.9% | 11.0% | -12.8% | · | 83.0*
CCCCn1c(=O)[nH]c(=O)c2c1nc(-c1cc(Br)ccc1OC)n2C
    1.0 | 1.4% | -1.7 | 13.9% | 23.9 | 2.2 | 2.4% | 0.0% | 13.9% | -4.7% | 1.2
COCc1ccc(CN2CCC(N3CCC(C(=O)N4CCCC4)CC3)CC2)o1
    · | · | -8.4 | -3.3% | -15.0 | -16.1 | 4.7% | -0.1% | -1.9% | · | -0.5
COc1ccc(N(CC(=O)Nc2cccc(F)c2)S(=O)(=O)c2c(C)[nH]c(=O)[nH]c2=O)cc1
    0.9 | -0.3%[0.46 µM] | 27.7 | -3.5% | 18.5 | 7.8 | -0.1% | -0.2% | -4.1% | 33.8%[activator] | -1.5
CCC(C)OC(=O)C[N+](C)(C)CCOC1CC2CCC1(C)C2(C)C (stereo not given)
    1.1 | -0.9% | 4.2 | 5.0% | 9.4 | -15.9 | 3.3% | -0.2% | -6.7% | -21.8% | -0.7
CCOC(=O)C(=CNc1ccc(NC2=NCC(C)S2)cc1)C(=O)OCC (stereo not given)
    -2.2 | 4.1% | -4.9 | -1.6% | -1.3 | -8.0 | 1.8% | 0.2% | 8.2% | -2.8% | 0.5
Cc1cccc(C)c1N1CCN(S(=O)(=O)c2ccccc2)CC1
    0.4 | -3.1% | 1.1 | 2.6% | -13.5 | 6.8 | -0.9% | -0.1% | 9.1% | -17.9% | 3.8
COC(c1ccccc1)c1nnc(CCC(=O)N(C)Cc2cccc(-n3cccn3)c2)o1 (stereo not given)
    2.0 | -12.2% | 0.8 | -1.6% | -15.4 | -6.1 | -1.1% | -0.4% | -6.3% | -0.8% | -4.4
Cc1cc(C(=O)Nc2cccc(C(=O)O)c2)oc1C
    -4.1 | -26.8% | 0.6 | 3.7% | -1.6 | 3.2 | -0.9% | -0.1% | 19.4% | 6.6% | 2.5
COc1cccc(C2c3[nH]c4ccccc4c3C[C@H]3C(=O)N(C4CCN(Cc5ccccc5)CC4)CC(=O)N23)c1 (stereo not given in full)
    0.6 | · | -15.8 | 1.4% | 0.1 | -44.7 | -0.5% | -0.6% | 4.7% | 3.1% | -1.1
Cc1nnc(SCC(=O)Nc2ccccc2F)n1-c1ccc(F)cc1
    3.3 | · | -2.4 | -4.9% | -21.8 | 3.2 | 7.2% | 0.4% | -1.9% | -4.3% | 1.6
COC(=O)C(CC(=O)c1ccc(Br)cc1)n1cccn1 (stereo not given)
    -1.0 | -1.2%[11.5 µM] | 2.6 | -2.4% | -12.1 | 8.7 | 0.7% | -0.7% | 3.6% | 2.1% | 8.4

Source: PubChem BioAssay

These rows are one share of the data; count on the stated rates, not on these rows.
